MRP resist rev: reverses drug resistance mediated by MRP. H69AR cells + 2 uM doxorubicin, CellTiter-Glo, 72 h. differential viability (reversal), % at 10 µM. hit rate 0.04% among 85,000;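 active means viability drop by adding the cancer drug above about 55%, with treated viability meeting a 40% cutoff, limit read from the data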;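 further: viability without doxorubicin minus viability with 2 µM doxorubicin for each compound; larger differential means the compound sensitizes cells more to doxorubicin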
Bcl-B TR3 displacers: displacers of TR3 peptide from Bcl-B, primary screen, selectivity assay for Bfl-1 inhibitor project, biochemical, fluorescence polarization; displacement, % at 20 µM, or IC50 in µM where a hit was titrated; hit rate 0.11% among 96,000; FP displacement of FITC-TR3 peptide from Bcl-B; higher % means a stronger effect;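 active means displacement above 50% at 20 µM plus a fluorescence interference ratio under 1.5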;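 further: plate controls were wells without compound for no effect and wells lacking Bcl-B protein for full effect; a part of the inactive calls stands beside numbers as strong as those of hits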
NFkB transloc inh: blocks IL-1B driven NFkB nuclear translocation in HUVEC cells. HUVEC IL-1B NFkB p65 nuclear translocation imaging. inhibition, % at 2 µM. hit rate 0.43% among 94,000. AID 796;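 active means inhibition above about 30% together with a positive call from visual inspection of the well image, limit read from the data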;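 further: nuclear over cytoplasmic p65 intensity ratio measured by imaging; 0% = IL-1B stimulated DMSO wells and 100% = unstimulated DMSO wells; values of inactives mirror those of a sister screen read the other way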
PLAP inhibitors HTS: PLAP enzyme inhibitors, biochemical, luminescence, HTS (AID 690) | inhibition, % at 20 µM; hits with a dose series show IC50 in µM | purified PLAP, luminescent substrate; higher % means a stronger effect | hit rate 0.08% among 96,000; in the data active means a potency from the dose series; inactive means the rest, 99 in 100 with inhibition below about 30%; further: strong numbers were not always called active
IL1B NFkB pot: enhances IL-1B driven NFkB nuclear translocation | HUVEC IL-1B NFkB p65 nuclear translocation imaging | activation, % at 2 µM | hit rate 0.3% among 94,000 | AID 819;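 active means activation above 40%, about the mean plus 3 SD, also judged a hit on visual image review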;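 further: percent activation is computed from the nuclear over cytoplasmic p65 intensity ratio; values of inactives mirror those of a sister screen read the other way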
MRP resist rev cytotoxicity: recorded beside MRP resist rev, whose call it bears; viability, %; H69AR cells, CellTiter-Glo, 72 h; measured here: cytotoxicity without doxorubicin
MRP resist rev with doxorubicin: recorded beside MRP resist rev, whose call it bears; viability, %; measured here: viability with 2 uM doxorubicin; hits give low values
NFkB transloc inh cell count 2 µM: further read-out of NFkB transloc inh, marked with its call; cell count; measured here: cells passing quality filter;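 raw number of nuclei counted in each imaged well without normalization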
IL1B NFkB pot cell count 2 µM: further read-out of IL1B NFkB pot, marked with its call; cell count; measured here: cells passing quality filter
The depositor's hits bear a star; x = not tested or not shown; & = joins results of further samples.

molecule	MRP resist rev cytotoxicity	NFkB transloc inh cell count 2 µM	Bcl-B TR3 displacers	MRP resist rev with doxorubicin	PLAP inhibitors HTS	NFkB transloc inh	IL1B NFkB pot cell count 2 µM	MRP resist rev	IL1B NFkB pot
CCCS(=O)(=O)N1CCN(c2ccccn2)CC1	111	197	-20%	98	15%	-2	197	14	2
O=C(c1ccco1)N1CCN(C(=O)c2cc(-c3ccccn3)nc3ccccc23)CC1	87	156	-4%	85	-16%	12	156	2	-12
CCn1c(=O)c(C(=O)NCc2cccnc2)c(O)c2ccccc21	70	147	0%	80	6%	-11	147	-10	11
CCC(=O)Nc1ccc(NC(=O)c2c(C)nc3ccccn23)cc1	95	109	-4%	96	10%	-5	109	-1	5
Cc1cc(=O)[nH]c(SCc2nc3ccccc3n2Cc2ccccc2)n1	x	160	-8%	x	-54%	-8	160	x	8
CC(C)=CC1C=C(C)C(C)C2C(=O)NNC(=O)C12 (stereo unspecified)	98	x	6%	81	-24%	x	x	17	x
O=C(CCC1COc2ccccc2O1)Nc1ccc(Cl)cn1 (stereo unspecified)	92	114	-9%	94	10%	-12	114	-1	12
C/C(=C\C(=O)C(F)(F)F)Nc1ccc(C(F)(F)F)cc1	x	129	-2%	x	-2%	5	129	x	-5
Cc1cc(C)nc(NS(=O)(=O)c2ccc(-n3cccc3)cc2)n1	97	125	22%	80	-28%	-5	125	17	5
CCOC(=O)c1ccc(CSc2n[nH]c(C)n2)o1	102	158	2%	111	-101%	9	158	-9	-9
c1ccc(-c2csc(Nc3nc(N4CCOCC4)nc(N4CCOCC4)n3)n2)cc1	x	145	2%	x	-23%	-30	145	x	30
CCCCOC(=O)C1[C@H]2C(=O)N(CCc3ccccc3)C[C@]23C=C[C@H]1O3 (stereo partly specified)	89	95	0%	98	-36%	-27	95	-9	27
CCSc1nc2ccccc2[nH]1	107&109	193&90	9%&-8%	105&101	-11%&-1%	9&-12	193&90	2&8	-9&12
C=CCn1c(SCC(=O)Nc2ncc(Cc3ccc(Br)cc3)s2)nnc1-c1ccncc1	x	131	-3%	x	-27%	-5	131	x	5
O=C(CN1CCCCC1)Nc1nnc(-c2ccccc2)s1	105	149	-8%	97	-104%	-6	149	8	6
CC1CCN(S(=O)(=O)c2ccc3c(c2)oc(=O)n3CC(=O)N2CCc3ccccc3C2)CC1	18	179	-4%	28	16%	-1	179	-9	1
COc1ccccc1N1C(=O)C2C3C=CC(C3)C2(C)C1=O (stereo unspecified)	97	x	-3%	96	23%	x	x	1	x
CCC(=O)Nc1cc(SCCO)cc([N+](=O)[O-])c1	x	163	-2%	x	20%	-13	163	x	13
c1ccc2nc(N3CCOCC3)cnc2c1	98	71	-4%	96	13%	-14	71	2	14
O=c1c2c(-c3cccs3)csc2ncn1/N=C/c1ccc(OC(F)F)cc1	x	121	-1%	x	7%	-2	121	x	1
O=C(/C=C\Nc1cccc(F)c1)c1ccc2c(c1)OCO2	47	125	-4%	76	16%	-4	125	-29	4
CSCCC(NC(=O)OCc1ccccc1)C(=O)O (stereo unspecified)	105	160	x	100	x	10	160	4	-10
CCCCN(C)Cc1c(C)[nH]c2c(Cl)cccc2c1=O	81	82	-5%	83	12%	5	82	-1	-5
CNc1oc(Cc2cccc3ccccc23)nc1C#N	80	129	8%	83	3%	14	129	-3	-14
CN1CCN(c2nc(-c3ccccc3)nc3c2oc2ccccc23)CC1	87	x	2%	97	-32%	x	x	-10	x
CCOC(=O)c1nnn(-c2nonc2N)c1COc1ccccc1	71	101	2%	102	33%	3	101	-30	-3
Cc1ccc(N2C(=O)CSC2c2cccnc2)cc1F (stereo unspecified)	x	172	13%	x	-8%	-6	172	x	7
CN1C(=O)CC(Sc2ncccc2C(=O)O)C1=O (stereo unspecified)	93	74	16%	106	-9%	-10	74	-14	10
COc1ccc(C(=O)Nc2cccc3c2C(=O)NC3=O)cc1S(=O)(=O)N1CCOCC1	103	121	0%	90	6%	-36	121	13	36
CCN(CC)CCN1C(=O)Cn2c(C)c(C)c3cccc1c32	90	159	10%	75	-59%	-14	159	15	14
CSc1cccc(NC(=O)CSc2nc3ccccc3o2)c1	81	143	-3%	80	8%	-5	143	0	5
CC(=O)c1ccc(NC(=O)c2ccc3nc(-c4ccco4)c(-c4ccco4)nc3c2)cc1	2	159	15µM*	2	-51%	-12	159	0	12
COCCNC(=O)Cn1nc(-c2ccccc2OC)ccc1=O	98	168	6%	92	-10%	4	168	7	-4
Cc1occc1-c1nnc(SCC(=O)Nc2nc3ccccc3s2)o1	84	170	-10%	99	12%	10	170	-15	-10
CC(/C=C/c1ccc2c(c1)OCO2)=N/NC(=O)CNc1ccc(C)cc1	x	167	x	x	x	2	167	x	-1
O=C(O)CCC(C(=O)O)n1c(O)c(C2=c3ccccc3=NC2=O)sc1=S (stereo unspecified)	93	x	14%	100	0%	x	x	-7	x
c1ccc(OCCSc2nc3ccccc3[nH]2)cc1	114	86	x	87	x	-9	86	27	9
O=C(NC1CCCc2ccccc21)C1CCN(c2nnc(-n3cccc3)s2)CC1 (stereo unspecified)	75	x	-5%	83	-49%	x	x	-8	x
O=C(COc1ccccc1)Nc1ccccc1N1CCN(c2ccc(F)cc2)CC1	90	67	-9%	87	16%	-4	67	2	4
Cn1c(C(O)c2ccccc2)nc(Cl)c1Cl (stereo unspecified)	97	x	-5%	81	19%	x	x	16	x

Full records, quoted from the list. Order of screens: MRP resist rev cytotoxicity	NFkB transloc inh cell count 2 µM	Bcl-B TR3 displacers	MRP resist rev with doxorubicin	PLAP inhibitors HTS	NFkB transloc inh	IL1B NFkB pot cell count 2 µM	MRP resist rev	IL1B NFkB pot
Profile of `c1ccc(OCCSc2nc3ccccc3[nH]2)cc1` → 114	86	x	87	x	-9	86	27	9
Profile of `O=C(NC1CCCc2ccccc21)C1CCN(c2nnc(-n3cccc3)s2)CC1` (stereo unspecified) → 75	x	-5%	83	-49%	x	x	-8	x

Next results
molecule	MRP resist rev cytotoxicity	NFkB transloc inh cell count 2 µM	Bcl-B TR3 displacers	MRP resist rev with doxorubicin	PLAP inhibitors HTS	NFkB transloc inh	IL1B NFkB pot cell count 2 µM	MRP resist rev	IL1B NFkB pot
Cc1ccc(-c2nnc(NC3CCCCC3)c3ccccc23)cc1S(=O)(=O)N1CCN(C)CC1	72	161	-13%	81	-85%	-3	161	-9	3
Cc1ccc(C(=O)NCc2ccc3c(c2)OCO3)cc1N1CCCC1=O	97	39	1%	92	-21%	16	39	5	-16
COc1cccc(-c2nc3ccc(O)cc3c(=O)o2)c1	89	x	2%	83	0%	x	x	6	x
NC(=O)C1CCN(S(=O)(=O)c2cccc(S(=O)(=O)N3CCCCC3)c2)CC1	95	117	21%	98	-72%	-2	117	-3	2
COc1ccc(NC(=O)c2cc(CN3C(=O)c4ccccc4C3=O)ccc2OC)cn1	17	146	x	45	-23%	12	146	-28	-12
CCCc1nc(SCC(=O)Nc2cc(C)on2)c2c(=O)n(C)c(=O)n(C)c2n1	93	55	6%	77	8%	-11	55	16	11
Fc1ccccc1Cn1nnc2c(NCCc3ccccn3)ncnc21	92	x	8%	91	-53%	x	x	1	x
Cc1nc2nc(CSc3ccc(Cl)cc3)cc(=O)n2[nH]1	88	144	-34%	94	3%	-5	144	-6	5
O=C(NC1CCN(C(=S)NCc2ccco2)CC1)C12CC3CC(CC(C3)C1)C2	x	204	-4%	x	-2%	-13	204	x	13
O=C(NCCCN1CCCC1=O)NC1CCCCC1	107	171	9%	95	-12%	-3	171	13	3
COc1cc2nc(NCC3CCCO3)n3nc(-c4cccnc4)nc3c2cc1OC (stereo unspecified)	21	193	-1%	26	-97%	6	193	-5	-6
COc1ccc(NC(=O)CSc2ncc(-c3ccc(F)cc3)n2Cc2ccco2)cc1	88	75	x	81	x	-4	75	7	4
COc1cc2c(cc1OC)CN(C(C)C(=O)Nc1ccc(NC(C)=O)cc1)CC2 (stereo unspecified)	x	180	3%	x	-36%	-9	180	x	9
Cc1ccc2c(c1)nnn2C1CCN(C(=O)c2cccs2)CC1	92	131	-3%	92	-5%	-2	131	0	2
CCOC(=O)COc1ccc(C(=O)NC2CCCCC2)cc1	88	154	-3%	90	0%	6	154	-2	-6
C=CCn1cnc2c(c1=O)c1nc3ccccc3nc1n2/N=C/c1cc(OC)c(OC)c(OC)c1	9	x	-5%	20	-65%	x	x	-12	x
CCc1ccc(C2=NN(C(=O)OC)C(O)(C(F)(F)F)C2)cc1 (stereo unspecified)	x	139	-4%	x	-6%	-11	139	x	11
Cc1ccc(CN2CC(C(=O)Nc3ccc(S(=O)(=O)Nc4cc(C)nc(C)n4)cc3)CC2=O)cc1 (stereo unspecified)	88	158	13%	101	-24%	10	158	-12	-10
Cc1cc(Cl)c(S(=O)(=O)NCCC(=O)O)cc1OCC(N)=O	96	137	2%	100	3%	-20	137	-4	20
CS(=O)(=O)N1CC(C(=O)NC2CC2)Oc2ccc(Cl)cc21 (stereo unspecified)	x	116	-2%	x	-11%	3	133	x	1
Clc1cccc(-c2nnc3sc(-c4ccc5c(c4)OCO5)nn23)c1	x	x	-27%	x	-21%	x	x	x	x
Cc1ccc2nc(SCC(=O)Nc3ccc4sc(C)nc4c3)c(C#N)cc2c1	x	126	4%	x	9%	-8	126	x	8
COc1ccc(N2CCN(C(=O)CN(Cc3ccc(Cl)cc3)S(C)(=O)=O)CC2)cc1	94	131	-12%	97	-59%	2	131	-3	-2
COc1ccc(/C=N/OC/C(O)=C(\C#N)c2nc3ccccc3[nH]2)cc1	x	x	-26%	x	5%	x	x	x	x
O=C(Nc1ccc2nsnc2c1)N1CCCCCC1	89	x	1%	78	18%	x	x	11	x
O=C(Nc1ccccc1-c1nc2ccccc2s1)c1ccc(Br)o1	15	182	-16%	4	-17%	-2	182	11	2
O=C(Nc1cccnc1)C(Cc1ccccc1)n1cccc1 (stereo unspecified)	92	47	2%	94	7%	0	47	-2	0
CCn1c(SC(C)C)nnc1-c1c[nH]c2ccccc12	77	x	-4%	86	12%	x	x	-9	x
c1ccc2c(C[n+]3csc4ccccc43)cccc2c1	x	123	15%	x	-15%	-13	123	x	13
Cc1cc(Cl)ccc1OCCCC(=O)N1CCOCC1	x	134	48%	x	-54%	-11	134	x	11
COc1ccc(C2C(Oc3ccccc3)C(=O)N2c2cc(C)ccc2C)cc1OC (stereo unspecified)	x	164	6%	x	-35%	9	164	x	-9
O=C(NCc1cccs1)C1CCN(S(=O)(=O)N2CCCC2)CC1	96	122	0%	100	-8%	-1	122	-4	1
COc1ccc(CCNC(=O)C2CCN(Cc3nc(-c4ccccc4F)oc3C)CC2)cc1OC	90	120	-27%	86	-69%	2	120	4	-2
O=C(COc1ccccc1)NCCn1ccc2ccccc21	98	112	x	88	x	-9	112	10	9
CCOC(=O)NC(=O)CSc1nnnn1-c1ccccc1	93	187	-9%	99	-15%	-40	187	-6	40
COc1cccc(C2C(C(C)=O)=C(O)C(=O)N2Cc2ccco2)c1 (stereo unspecified)	116	172	0%	100	-12%	-4	172	16	4
S=C1NCCc2ccc(Cl)cc2C1c1ccccc1 (stereo unspecified)	87	138	x	68	x	-24	138	19	24
Cc1ccc(-c2nc(C(=O)NC3CCCCCC3)no2)cc1	88	193	x	83	x	-4	193	4	3
c1ccc(-c2cnc(CSc3nnc4ccccn34)o2)cc1	93	x	-14%	78	23%	x	x	15	x
COc1cccc(C(=O)N2CCN(CCCc3ccccc3)CC2)c1OC	82	155	-10%	77	-30%	-29	155	5	29
N#Cc1cc(-c2ccccc2)nnc1Sc1ccc(Cl)cc1	58	160	7%	61	19%	-3	160	-4	3

A portion of the library; count on the stated rates, not on these rows.
